Tat export inh: E. coli Tat export inhibitors, primary screen, MC4100, TorA-mCherry reporter, fluorescence, single point | inhibition, % at 10 µM | 340,000 tested, 0.036% active;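 active = mean replicate inhibition at least 50% and at least half of replicates individually reaching 50%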;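 note: exported cargo escapes ClpAP degradation while cytoplasmic cargo is degraded and loses fluorescence; 0% = median of neutral control wells and 100% = median of NaSCN control wells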
Mot1-301 SUMO: yeast Mot1-301 growth rescue at high temperature, primary screen, SUMOylation pathway inhibitor project, S. cerevisiae, ATP luminescence, 38.5C; 320,000 tested, 1% active; growth rescue, % at 18.8 µM; S. cerevisiae Mot1-301 growth rescue; percent above DMSO median, 100 means doubled;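 active = every valid replicate shows activation above 250% relative to neutral control wells; inactive = the rest, any valid replicate at or below 250%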;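 note: OY570 slx delta 5 strain wells were the positive control but not used for scaling; some compounds called inactive have numbers as strong as hits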
DAGLB inhibitor: DAGLB lipase inhibitors, primary screen, biochemical, fluorescence, HTS | Diacylglycerol lipase-beta (Homo sapiens), Q8NCG7 | HEK293T DAGLB membrane lysate, EnzChek fluorogenic substrate | inhibition, % at 5.17 µM | 340,000 tested, 0.059% active; in the data active = inhibition above about 34%;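 note: 0% = enzyme with vehicle and 100% = wells lacking enzyme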
PKA-R1A activ: activators of PKA-R1A holoenzyme, primary screen, biochemical, fluorescence polarization, Cy5-IP20, bovine R1A, mouse PKAc; cAMP-dependent protein kinase type I-alpha regulatory subunit (Bos taurus) + …; PKA-R1A dissociation; scaled: DMSO 0%, 113 µM cGMP 100%; activation, % at 11.4 µM; 340,000 tested, 0.083% active; AID 504707, 2011;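 active = percent activation above the mean of all tested compounds plus 3 SD, cut at about 19% in these data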;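 note: higher means more PKAc released from R1A so a rise in polarization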
PKA-R2B act: activators of PKA-R2B holoenzyme, primary screen, biochemical, fluorescence polarization, Cy5-IP20, human; activation, % at 11.4 µM; AID 504700, 2011; 340,000 tested, 0.079% active; PKA-R2B holoenzyme dissociation; R2B truncated from residue 108, S112A mutant; 0% DMSO only, 100% 113 µM cGMP; cAMP-dependent protein kinase catalytic subunit beta (Homo sapiens) + cAMP-dependent …;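 active = activation above a cutoff set at the mean over all compounds plus 3 SD, cut at about 18% in these data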;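 note: higher means more holoenzyme dissociation and a rise in polarization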
Target sequence (P31323 whole entry, looked up, other chains not shown, the tested form may be a part): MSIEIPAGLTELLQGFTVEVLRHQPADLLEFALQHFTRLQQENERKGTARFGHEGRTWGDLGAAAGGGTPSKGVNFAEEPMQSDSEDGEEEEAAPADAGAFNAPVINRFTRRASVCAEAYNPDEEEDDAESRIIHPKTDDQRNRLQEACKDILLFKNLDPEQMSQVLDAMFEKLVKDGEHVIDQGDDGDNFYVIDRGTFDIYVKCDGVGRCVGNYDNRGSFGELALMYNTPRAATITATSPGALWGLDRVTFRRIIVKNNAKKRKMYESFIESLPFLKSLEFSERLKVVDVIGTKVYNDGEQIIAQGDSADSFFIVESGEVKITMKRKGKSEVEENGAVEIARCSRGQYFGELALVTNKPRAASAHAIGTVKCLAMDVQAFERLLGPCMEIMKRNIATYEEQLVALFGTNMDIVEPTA
HTR5A inv ctr: HTR5A inverse agonists in luminescence cell assay, primary screen, counter-screen for OPRM1-OPRD1 heterodimer inverse agonist project, full-deck HTS | inhibition, % at 9.3 µM | 340,000 tested, 0.083% active | HTR5A cell line, inverse agonism | 5-hydroxytryptamine receptor 5A (Homo sapiens), P47898; in the data active = inhibition mostly above about 23%, no sharp cut-off; inactive = mostly below about 18%;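 note: 0% = cells with DMSO and 100% = no-cell wells with DMSO; some compounds called inactive have numbers as strong as hits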
Target sequence (P47898 whole entry, looked up): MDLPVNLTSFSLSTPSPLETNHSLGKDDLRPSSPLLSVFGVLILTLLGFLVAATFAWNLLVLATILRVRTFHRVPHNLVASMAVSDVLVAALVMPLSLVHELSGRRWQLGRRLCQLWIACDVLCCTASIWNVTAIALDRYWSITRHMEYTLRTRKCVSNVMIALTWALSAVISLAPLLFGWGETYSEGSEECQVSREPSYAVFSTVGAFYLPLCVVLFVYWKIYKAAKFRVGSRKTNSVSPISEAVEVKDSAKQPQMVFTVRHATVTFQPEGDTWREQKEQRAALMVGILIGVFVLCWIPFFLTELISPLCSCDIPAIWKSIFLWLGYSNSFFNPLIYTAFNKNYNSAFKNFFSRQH
E coli growth: E. coli V3065 growth inhibition, primary screen, counter-screen for AddAB inhibitor project, absorbance, OD600; 330,000 tested, 0.27% active; inhibition, % at 11.9 µM; 18 h; AID 449728, 2010;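 active = inhibition above the campaign's mean inhibition across all tested compounds plus 3 SD, cut at about 9.9% in these data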;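 note: uninfected addAB+ strain grown without phage in ampicillin broth; 0% = DMSO wells and 100% = ciprofloxacin 0.95 µg/ml wells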
HTR5A ag: HTR5A agonists in luminescence cell assay, primary screen, counter-screen for OPRM1-OPRD1 heterodimer agonist project, full-deck HTS; 340,000 tested, 0.61% active; activation, % at 9.3 µM; 5-hydroxytryptamine receptor 5A (Homo sapiens), P47898; AID 504692, 2011; cell-based; in the data active = activation mostly above about 9.5%, no sharp cut-off; inactive = mostly below about 7.6%;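 note: 0% = cells with vehicle only and 100% = reference agonist; strong numbers were not always called active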
phage Ecoli inh: growth loss of phage-infected E. coli, primary screen, RecBCD inhibitor project, absorbance, with phage, HTS | 360,000 tested, 0.26% active | AID 651602, 2012 | inhibition, % at 11.9 µM; in the data active = inhibition above about 11%
AddAB inh: growth inhibition of E. coli expressing H. pylori AddAB, primary screen, AddAB inhibitor project, absorbance; inhibition, % at 11.9 µM; 330,000 tested, 0.29% active; in the data active = inhibition above about 12%;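 note: 0% = vehicle wells of infected cells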
CDK5 inh: inhibitors of human CDK5/p35 kinase, primary screen, biochemical, single concentration; inhibition, % at 10 µM; Cyclin-dependent kinase 5 (Homo sapiens) + Cyclin-dependent kinase 5 activator 1 (Homo …; Recombinant CDK5/p35, ADP-Glo luminescence, 60 min; 330,000 tested, 0.01% active;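 active = highest replicate inhibition of at least 50% and at least 75% of replicates reaching 50%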;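 note: plate controls were DMSO neutral control for no effect and GW8510 at 10 µM for full effect; many of its hits are not listed in these tables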
Starred values were filed as active, the others as inactive; / = not tested or not shown.

SMILES	Tat export inh	Mot1-301 SUMO	DAGLB inhibitor	PKA-R1A activ	PKA-R2B act	HTR5A inv ctr	E coli growth	HTR5A ag	phage Ecoli inh	AddAB inh	CDK5 inh
CCOc1ccc(N=C2Sc3nc4ccc(C)cc4cc3CN2CCOC)cc1	10	-3	2	-11	0	-10	2.7	3	3.6	2.4	1.8
O=C(NCCc1ccccc1)C1CCC(CNS(=O)(=O)c2ccc(F)cc2)CC1 (stereo not drawn)	3	3	0	7	-3	0	-2.4	1	-1.8	2.5	0.9
O=c1ccc2c(-c3ccccc3S(=O)(=O)O)c3ccc(O)c(O)c3oc-2c1O	20	-18	10	7	-1	25*	20*	-9	13*	22*	0.4
O=c1[nH]c(C2CCN(S(=O)(=O)/C=C/c3ccccc3)CC2)nc2c1nnn2Cc1ccccc1	4	-3	1	0	6	-1	0.3	2	1.1	3.5	0.1
O=C(Nc1ccc(O)cc1)/C(=C\c1ccncc1)NC(=O)c1ccccc1	-3	1	0	-2	-13	-23	0.4	-4	0.0	2.5	2.1
COc1ccc(C(=O)Nc2ccccc2C(=O)NC(C)C)cc1OC	-6	4	-5	-2	-20	-45	-0.6	0	-0.3	0.3	-0.8
CC1(C)CC(CC(=O)NC(=S)Nc2ccc([N+](=O)[O-])cc2)C(=O)O1 (stereo not drawn)	4	298	1	-12	10	2	2.5	-6	2.4	2.2	-1.0
O=C(CSc1ncccn1)Nc1ncc(C(F)(F)F)cc1Cl	1	-9	-3	4	-1	3	1.9	-1	1.1	-1.4	-1.7
Cn1c(CNC(=O)c2cccs2)nnc1SCC(=O)Nc1ccc(Cl)cc1	-6	-2	-1	6	2	2	-0.8	-1	2.8	5.3	1.2
O=C(NCc1ccccn1)c1n[nH]c(=O)c2ccccc12	-3	-13	1	1	-2	-7	-0.4	2	3.4	1.2	2.9
O=C(CCc1nc(-c2ccccc2)no1)NCc1ccccc1CN1CCOCC1	-9	-2	2	0	-6	-4	3.0	1	0.5	3.2	-0.8
COC(=O)c1ccc(NC(=O)CSCc2ccccc2C)cc1	7	9	-8	-1	1	-10	-0.7	0	/	2.8	-2.1
COC(=O)c1ccc(OCC(O)CN(CC(C)C)CC(C)C)cc1 (stereo not drawn)	1	29	-5	-14	-8	17	1.6	2	4.0	4.6	-0.8
O=C1C(=O)N(CCN2CCOCC2)C(c2ccccc2)/C1=C(\O)c1ccc2c(c1)OCCO2 (stereo not drawn)	-7	-7	0	-20	-7	-32	0.6	4	-1.2	0.6	1.4
CCn1nnc(NC(=O)c2cccnc2)n1	-5	113	-3	-1	5	-17	2.5	-4	0.9	-0.9	-5.2
O=C(NCCc1ccc(S(=O)(=O)N2CCCC2)cc1)c1cccs1	-9	-2	1	-15	1	9	2.3	-4	1.9	3.7	-2.8
CCCCC(c1nnnn1C1CCCC1)N1CCN(C2CCCC2)CC1 (stereo not drawn)	2	-1	-2	6	1	-10	0.5	0	0.6	0.6	-1.4
CC(Sc1nc(N)cc(=O)[nH]1)C(=O)Nc1cccc(Cl)c1 (stereo not drawn)	-15	226	4	6	-7	-7	-1.6	2	1.7	3.8	-2.2
Cc1ccccc1CS(=O)(=O)c1ccc(C(=O)N2CCOCC2)cc1[N+](=O)[O-]	0	8	1	0	10	22	-4.9	4	2.1	1.9	-6.2
CCC1NC(=O)c2cc(S(N)(=O)=O)c(Cl)cc2N1 (stereo not drawn)	4	127	-1	10	21*	-16	-1.6	0	6.2	-4.0	0.9

Complete entries, quoted from the list:
Shown for COC(=O)c1ccc(NC(=O)CSCc2ccccc2C)cc1 = Tat export inh = 7; Mot1-301 SUMO = 9; DAGLB inhibitor = -8; PKA-R1A activ = -1; PKA-R2B act = 1; HTR5A inv ctr = -10; E coli growth = -0.7; HTR5A ag = 0; phage Ecoli inh = /; AddAB inh = 2.8; CDK5 inh = -2.1
Shown for CC(Sc1nc(N)cc(=O)[nH]1)C(=O)Nc1cccc(Cl)c1 (stereo not drawn) = Tat export inh = -15; Mot1-301 SUMO = 226; DAGLB inhibitor = 4; PKA-R1A activ = 6; PKA-R2B act = -7; HTR5A inv ctr = -7; E coli growth = -1.6; HTR5A ag = 2; phage Ecoli inh = 1.7; AddAB inh = 3.8; CDK5 inh = -2.2

Following part:
SMILES	Tat export inh	Mot1-301 SUMO	DAGLB inhibitor	PKA-R1A activ	PKA-R2B act	HTR5A inv ctr	E coli growth	HTR5A ag	phage Ecoli inh	AddAB inh	CDK5 inh
O=C(NCC1CC1)Nc1cccc(Cl)c1	-6	-4	-5	-11	5	-8	0.9	2	1.6	-2.2	1.3
NC(=O)C1(N2CCCCC2)CCN(C(=S)Nc2cccc(Cl)c2)CC1	-10	-22	0	5	9	-12	0.2	5	3.8	2.7	-0.5
O=C1CCC([N+](=O)[O-])C(c2cccc(Br)c2)N1 (stereo not drawn)	5	1	-5	4	9	27	-1.0	8	2.2	2.1	-0.4
COc1ccc(OC)c2sc(N(CCN(C)C)C(=O)/C=C/c3cccs3)nc12	-5	2	-3	-11	5	-28	-0.8	8	1.6	4.6	-4.3

Some of these compounds in order of formula weight, smallest number first.
SMILES	Tat export inh	Mot1-301 SUMO	DAGLB inhibitor	PKA-R1A activ	PKA-R2B act	HTR5A inv ctr	E coli growth	HTR5A ag	phage Ecoli inh	AddAB inh	CDK5 inh
O=C(NCC1CC1)Nc1cccc(Cl)c1	-6	-4	-5	-11	5	-8	0.9	2	1.6	-2.2	1.3
CC1(C)CC(CC(=O)NC(=S)Nc2ccc([N+](=O)[O-])cc2)C(=O)O1 (stereo not drawn)	4	298	1	-12	10	2	2.5	-6	2.4	2.2	-1.0
O=c1ccc2c(-c3ccccc3S(=O)(=O)O)c3ccc(O)c(O)c3oc-2c1O	20	-18	10	7	-1	25*	20*	-9	13*	22*	0.4
CCOc1ccc(N=C2Sc3nc4ccc(C)cc4cc3CN2CCOC)cc1	10	-3	2	-11	0	-10	2.7	3	3.6	2.4	1.8
COc1ccc(OC)c2sc(N(CCN(C)C)C(=O)/C=C/c3cccs3)nc12	-5	2	-3	-11	5	-28	-0.8	8	1.6	4.6	-4.3
O=C1C(=O)N(CCN2CCOCC2)C(c2ccccc2)/C1=C(\O)c1ccc2c(c1)OCCO2 (stereo not drawn)	-7	-7	0	-20	-7	-32	0.6	4	-1.2	0.6	1.4
